Compound activity as filed in PubChem BioAssay.
KOR beta-arrestin-1: KOR antagonists, beta-arrestin recruitment, cell-based, luminescence, uHTS (AID 1778); 0.091% of 290,000 active; Kappa-type opioid receptor (Homo sapiens); KOR beta-arrestin recruitment, luminescence, antagonist mode; higher % means a stronger effect; one-dose inhibition, % at 10 µM; IC50 in µM for titrated hits; in the data active means inhibition above about 50%; further: strong numbers were not always called active
West Nile antiviral: West Nile virus antiviral activity, cell-based, CPE readout (AID 1621) | West Nile virus-infected cells, CPE inhibition; higher % means a stronger effect | one-dose CPE inhibition, % at 10 µM; IC50 in µM for titrated hits | 0.02% of 290,000 active; in the data active means a potency from the dose series; inconclusive means CPE inhibition mostly from about 3.7% at the one dose, without a potency; inactive means the rest, 99 in 100 with CPE inhibition below about 2.2%; further: strong numbers were not always called active
KOR beta-arrestin-2: KOR agonists, beta-arrestin recruitment, primary screen, cell-based, luminescence, uHTS (AID 1777); KOR beta-arrestin recruitment, luminescence; higher % means a stronger effect; 0.02% of 280,000 active; Kappa-type opioid receptor (Homo sapiens); one-dose activation, % at 10 µM; EC50 in µM for titrated hits; in the data active means activation above about 50%, passing the limit was not always enough; further: a part of the inactive calls stands beside numbers as strong as those of hits
GPR55 activation: GPR55 agonists via beta-arrestin recruitment, primary screen, imaging, U2OS cells, beta-arrestin-GFP redistribution (AID 1961); 0.048% of 290,000 active; G-protein coupled receptor 55 (Homo sapiens); activation, % at 10 µM, or EC50 in µM where a hit was titrated; U2OS GPR55 beta-arrestin-GFP redistribution imaging; higher % means a stronger effect;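 active means activation above 40% with more than 50 cells counted in the well; inconclusive means wells holding fewer than 50 cells, flagged as toxic or sparse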;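 further: U2OS osteosarcoma cells stably expressing GPR55 and beta-arrestin-GFP; plate controls were DMSO negative control for no effect and LPI positive control for full effect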
Dengue-2 NS5 capping: Dengue-2 NS5 methyltransferase inhibitors, primary screen, biochemical, confirmation dose response (AID 588689); Genome polyprotein (Dengue virus type 2 (strain 16681-PDK53)); Dengue-2 NS5 methyltransferase capping enzyme assay, biochemical; higher % means a stronger effect; inhibition, % at 25 µM; hits with a dose series show IC50 in µM; 0.3% of 340,000 active; in the data active means a potency from the dose series; inconclusive means inhibition above about 29% without an active follow-up result
HIV peptide binding: inhibitors of HIV fusion peptide binding, primary screen, biochemical, uHTS, fluorescence dequenching (AID 1986); inhibition, % at 20 µM; hits with a dose series show IC50 in µM; 0.3% of 290,000 active; cell-free peptide binding, fluorescence dequenching, 30 min; higher % means a stronger effect; in the data active means inhibition mostly above about 52%, no sharp cut-off; inactive means mostly below about 76%; further: some results filed as inactive read as strong as hits
GPR35 arrestin U2OS: GPR35 antagonists blocking zaprinast-driven arrestin recruitment, primary screen, imaging, U2OS, beta-arrestin-GFP, zaprinast agonist (AID 2058); G-protein coupled receptor 35 (Homo sapiens); U2OS GPR35 beta-arrestin-GFP translocation imaging, zaprinast antagonism; higher % means a stronger effect; one-dose inhibition, % at 10 µM; IC50 in µM for titrated hits; 0.052% of 290,000 active;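 active means inhibition of at least 50% with at least 30 cells and total cytoplasm GFP at most 10,000,000; inconclusive means under 30 cells or total GFP of 10,000,000 plus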
NOD1 NF-kB reporter: NOD1 signaling inhibitors, primary screen, cell-based, luminescence, uHTS (AID 1578) | NOD1-driven NF-kB luciferase reporter cells, luminescence; higher % means a stronger effect | 1% of 290,000 active | one-dose inhibition, % at 4 µM; EC50 in µM for titrated hits; in the data active means inhibition mostly above about 36%, no sharp cut-off; inactive means mostly below about 34%;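 further: HEK-293T reporter cells stimulated with the NOD1 agonist gamma-tri-DAP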
GPR55 antagonists: GPR55 antagonists blocking LPI-driven arrestin recruitment, primary screen, imaging, U2OS, beta-arrestin-GFP, LPI agonist (AID 2013) | 0.13% of 290,000 active | U2OS GPR55 beta-arrestin-GFP translocation imaging, LPI antagonism; higher % means a stronger effect | G-protein coupled receptor 55 (Homo sapiens) | one-dose inhibition, % at 10 µM; IC50 in µM for titrated hits;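 active means spots per cell inhibited over 60%, with over 100 cells counted and total cytoplasm intensity under 500,000; inconclusive means wells with under 100 cells, flagged as likely toxic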;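 further: U2OS cells stably carrying GPR55 and arrestin-GFP stimulated by 5 µM LPI near EC80; imaged beta-arrestin-GFP aggregate spots per cell after agonist stimulation; plate controls were LPI-stimulated DMSO wells for no effect and DMSO wells without LPI for full effect; some results filed as inactive read as strong as hits; confirmed hits need IC50 under 10 µM and bright autofluorescent wells are also inconclusive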
Dengue-2 NS5 capping pilot replicate: second read-out of Dengue-2 NS5 capping, no call of its own (marks repeat the call); inhibition, %; measured here: pilot screen replicate inhibition
An asterisk follows results filed as active; ? = inconclusive; . = no result given; [ ] = another dose, or the depositor's remark. Some of the compounds tested; rates above refer to the full screens.

SMILES	KOR beta-arrestin-1	West Nile antiviral	KOR beta-arrestin-2	GPR55 activation	Dengue-2 NS5 capping	HIV peptide binding	GPR35 arrestin U2OS	NOD1 NF-kB reporter	GPR55 antagonists	others
CCOC(=O)Cn1c(=N)n(Cc2ccccc2F)c2ccccc21	16%	0.2%	4.3%	-0.2%	-5%	0.7%	2%	-2%	11%
COc1cc(NC(=O)c2cccs2)c(C(=O)OCC(=O)NCc2ccco2)cc1OC	11%	0.4%	0.9%	0.0%	9%	10%	-1%	-23%	3%
Cc1nn(-c2ccccc2)c(=S)n1-c1ccccc1	-2%	-0.2%	-5.3%	-0.2%	5%	-1.3%	0%	-7%	-12%
Cc1nnc(N/N=C/c2ccccn2)[nH]c1=O	23%	?	0.0%	0.6%	-8%	1.2%	25%	-7%	10%
COC(=O)C1=C(NC(=O)c2cccs2)CCS1	30%	0.2%	1.1%	-0.1%	.	0.1%	3%	-4%	-3%
CCCN(Cc1cc2cc(C)ccc2[nH]c1=O)C(=O)c1cccc([N+](=O)[O-])c1	12%	-1.2%	4.5%	-0.2%	1%	-1.7%	-9%	3%	-3%
COc1ncnc2sc(-c3ccccc3)cc12	-13%	0.6%	1.4%	-0.2%	-3%	-4.0%	6%	-56%	1%
CCCOc1ccc(N2C(=O)CC(N3CCC(C(=O)OCC)CC3)C2=O)cc1 (centres undefined)	-2%	0.0%	-4.2%	-0.3%	-5%	-0.6%	-4%	2%	9%
O=C(COC(=O)c1cc(S(=O)(=O)N2CCCCC2)ccc1N1CCOCC1)NC1CCS(=O)(=O)C1 (centres undefined)	9%	0.3%	-1.5%	0.9%	-5%	-1.1%	-5%	-15%	-2%
CC1(C)Oc2ccc(C(=O)N3CCCCC3)cc2N(CC(=O)NCc2ccccc2)C1=O	-5%	-0.4%	-0.1%	-0.2%	4%	-0.8%	0%	8%	4%
O=c1c2ccccc2ncn1-c1ccc(Br)cc1[N+](=O)[O-]	-50%[20 µM]	-0.9%	-2.8%	0.3%	1%	-1.4%	9%	-48%	8%
O=S(=O)([N-]c1nc2ccccc2nc1-[n+]1ccc(Cc2ccccc2)cc1)c1ccc(Br)s1	29%	-0.1%	5.2%	0.0%	?	13%	-7%	1%	6%
CC(=O)c1ccc(N2CCN(CC3CCCCC3)CC2)cc1	-32%[20 µM]	-1.2%	6.7%	-0.3%	-5%	2.5%	15%	-10%	3%
Cc1ccc2nc(N3CC(=O)Nc4ccccc43)nc(-c3ccccc3)c2c1	31%	?	-1.4%	-0.1%	7%	5.6%	-21%	-11%	16%
O=C(CSc1ccc2nnc(CCNS(=O)(=O)c3ccccc3)n2n1)Nc1nc2ccccc2s1	8%	-0.5%	-0.9%	0.2%	-4%	0.3%	-15%	8%	4%

Overlap with the part before: 4 compounds, then new ones.
SMILES	KOR beta-arrestin-1	West Nile antiviral	KOR beta-arrestin-2	GPR55 activation	Dengue-2 NS5 capping	HIV peptide binding	GPR35 arrestin U2OS	NOD1 NF-kB reporter	GPR55 antagonists	others
O=S(=O)([N-]c1nc2ccccc2nc1-[n+]1ccc(Cc2ccccc2)cc1)c1ccc(Br)s1	29%	-0.1%	5.2%	0.0%	?	13%	-7%	1%	6%
CC(=O)c1ccc(N2CCN(CC3CCCCC3)CC2)cc1	-32%[20 µM]	-1.2%	6.7%	-0.3%	-5%	2.5%	15%	-10%	3%
Cc1ccc2nc(N3CC(=O)Nc4ccccc43)nc(-c3ccccc3)c2c1	31%	?	-1.4%	-0.1%	7%	5.6%	-21%	-11%	16%
O=C(CSc1ccc2nnc(CCNS(=O)(=O)c3ccccc3)n2n1)Nc1nc2ccccc2s1	8%	-0.5%	-0.9%	0.2%	-4%	0.3%	-15%	8%	4%
Cc1ccc(CN2CCN(Cc3cccc(C)n3)CC2CCO)cc1 (centres undefined)	-8%[20 µM]	-0.2%	.	0.5%	0%	0.9%	-6%	-10%	-20%
Cc1cc(NC(=O)CCCC(=O)N(CC(=O)NC2CCCCC2)c2ccccc2)no1	29%	-1.0%	5.7%	0.1%	-8%	-0.7%	12%	7%	-3%
CSc1nc(NC(C)(C)C)nc(Oc2ccc(=O)n(C)n2)n1	-5%	-0.1%	1.4%	-0.2%	-6%	0.1%	-8%	-7%	0%
Cc1nn(-c2ccc(F)cc2)c(Cl)c1/C=C/C(=O)N1CCNC(=O)C1	-22%	-0.1%	-2.7%	-0.4%	-8%	-2.2%	0%	-37%	-1%
COc1ccc(C(=O)N/C(=C/c2ccccc2F)C(=O)NCCN2CCOCC2)cc1OC	-24%	0.3%	2.7%	0.0%	-15%	-2.5%	38%	-2%	1%
O=C(/C=C/c1cccs1)Nc1nccs1	22%	-0.2%	3.1%	-0.2%	0%	0.2%	-12%	-51%	9%
NC(=O)c1nsc(C(=O)N(c2ccc(F)cc2)C(C(=O)NCC2CCCO2)c2c[nH]c3ccccc23)c1N (centres undefined)	-8%	-0.8%	-2.0%	-0.3%	5%	1.0%	-1%	12%	10%
COC(=O)CCN(C(=O)c1ccc([N+](=O)[O-])cc1)c1ccccn1	5%	0.2%	-1.6%	0.3%	8%	-0.5%	2%	4%	-19%
CCCN(C(=O)Cc1nc(N)n[nH]1)C1(C(=O)Nc2ccccc2C)CCCCC1	33%	-0.1%	-2.5%	-0.1%	0%	-0.2%	-3%	-3%	13%
CCOC(=O)c1ccc2c(c1)C(=O)N(C1CCCCC1)C2=O	1%	0.4%	-0.2%	0.3%	-1%	-1.4%	-2%	-29%	-9%
COc1cc(C(CCN2CCCCC2)c2c(OC)cc(OC)c3c(C)cc(=O)oc23)cc(OC)c1OC (centres undefined)	16%	-0.1%	0.1%	0.6%	10%	0.9%	10%	-3%	9%
CCCNC(=O)OC[C@H]1O[C@H](CCO/N=C(\C)CCN2CCc3nc(-c4ccccc4)c(-c4ccccc4)cc3C2)C=C[C@@H]1Oc1ccc(OC)cc1	-23%	.	-1.6%	-0.2%	.	14%	-17%	-9%	7%
O=C(COc1ccccc1Cl)Nc1ccc2c(c1)OCO2	-6%	-0.6%	-1.6%	0.0%	-4%	-0.8%	-1%	-106%	-4%
CC(=O)Nc1ccc(-c2nc3ccc(NC(C)=O)cc3o2)cc1	4%	0.4%	-1.9%	0.0%	-7%	-1.2%	0%	-2%	-1%
O=C(CN1CCCC1=O)NC1CCCc2c1cnn2-c1cc(F)cc(F)c1 (centres undefined)	2%	-0.9%	1.7%	0.6%	-5%	2.5%	6%	-30%	14%
CCOc1ccccc1/C=C/c1cc(C(=O)O)c2ccccc2n1	12%	0.3%	.	0.2%	9%	-0.3%	-4%	-6%	-9%
CC(=O)Nc1ccccc1Nc1cc(C#N)c(C#N)cc1[N+](=O)[O-]	-11%	-0.5%	5.1%	0.2%	1%	2.5%	-10%	24%	15%
C/C(=N/Nc1ncc(Br)cn1)c1ccc([N+](=O)[O-])cc1	-10%[20 µM]	-0.6%	-1.9%	0.8%	-14%	-1.7%	-2%	-45%	-19%
Cc1oc(-c2ccc(Cl)cc2)[n+]([O-])c1C	0%	0.3%	-1.1%	0.0%	5%	-1.1%	10%	-28%	8%
COc1ccc(OCc2cc(C(=O)N(C)Cc3nnc(C)o3)no2)c(Cl)c1	-5%	-0.9%	-6.1%	0.5%	-4%	-1.1%	13%	-6%	6%
CCOc1ccc(NCc2nnc(SCC(=O)Nc3nc(-c4ccccc4)cs3)n2-c2ccccc2)cc1	17%	?	2.4%	-0.2%	-4%	1.0%	-16%	-28%	1%
O=S1(=O)c2ccccc2N=NN1Cc1ccc(Cl)c(Cl)c1	19%	-0.4%	7.7%	-0.2%	.	17%	20%	-16%	17%
CC(C)Oc1ccc(CCNC(=O)C2CCC(=O)N(C3CCCCCC3)C2)cc1 (centres undefined)	-24%	-1.0%	-3.4%	-0.2%	3%	-0.6%	-2%	-19%	-6%
COc1ccc(OC)c(C2C3=C(CCCC3=O)Nc3c2c(=O)n(C)c(=O)n3C)c1 (centres undefined)	-20%	-0.1%	-2.5%	-0.2%	-10%	-0.8%	-9%	-3%	-4%
COc1ccc(CC(=O)NCc2nnc(SCC(=O)c3ccc(OC)cc3)n2C)cc1	4%	-0.5%	-3.4%	-0.2%	-1%	0.4%	13%	-20%	5%
CN(Cc1ccccc1)CC(O)COc1ccc(CNCc2ccc(Cl)s2)cc1 (centres undefined)	-18%	-0.9%	-2.5%	-0.1%	-5%	1.0%	5%	-37%	16%
Cc1ccccc1Nc1ncc(C#N)c(N)n1	-9%	0.8%	3.4%	-0.1%	.	0.3%	4%	-6%	-3%
CNC(=S)N1CCC(NC(=O)C(Cc2ccc(F)cc2)NC(C)=O)CC1 (centres undefined)	4%	0.0%	22%	-0.4%	-4%	0.0%	-6%	-28%	5%
CCOC(=O)N1CCC(NC(=O)c2oc3c(c2C)-c2[nH]ncc2CC3)CC1	20%	.	-7.5%	-0.1%	-5%	-1.7%	0%	12%	15%	Dengue-2 NS5 capping pilot replicate=-0.4
Cc1cccn2c(CN3CCNC(=O)CC3)c(C(=O)N(C)CCc3ccccc3)nc12	2%	-0.8%	-0.9%	-0.3%	-4%	2.4%	15%	-21%	5%
Cc1cccc(C(=O)NNC(=O)c2cccc([N+](=O)[O-])c2)c1	2%	-0.3%	-6.2%	0.0%	2%	2.3%	-1%	-27%	11%
CC(C)c1cccc(OCCN2CCCC2)c1	-13%	0.5%	-2.7%	0.3%	.	2.7%	9%	-17%	9%
CCOC(=O)c1ccc(Nc2c(CC)c(C)nc3ncnn23)cc1	-37%	-1.3%	5.2%	0.2%	1%	1.3%	-2%	-27%	8%
O=C(c1ccc2c(Cl)c3c(nc2c1)CCCC3)N1CCN(c2ccc(F)cc2)CC1	-5%	0.0%	-1.2%	0.3%	-5%	-1.0%	-15%	-20%	-11%
CCOC(=O)N1CCC(N2CCN(S(=O)(=O)c3ccc([N+](=O)[O-])cc3)CC2)CC1	-10%	-0.3%	1.0%	-0.1%	3%	3.0%	5%	-4%	-6%
